# HP1b chromo inh: HP1-beta chromodomain-methylated histone interaction inhibition; P83916; AlphaScreen HP1-beta / biotin-H3K9me3 peptide binding; Potency, µM (top dose mostly 114 µM), inactives show at the highest dose activity change, negative = inhibition, most hits filed as inhibitors; 390,000 tested, 0.56% active; further: nearly all actives have a fitted effect of over 70% in size; inactives centre near 23
#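 Compound inhibition of the preformed complex between 50 nM HP1-beta and 50 nM biotinylated H3K9me3 peptide was read by AlphaScreen. Buffer was PBS pH 7.4 with 0.01% Tween-20. Incubations ran 30 min at room temperature, with 10 ug/mL donor/acceptor beads.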
# BLM inh: Bloom syndrome helicase (human) inhibition. 350,000 tested, 0.2% active. Potency, µM (titrated, usually from 56.1 µM), for the others: top-dose activity change, negative = inhibition, usual class: inhibitors. P54132. recombinant BLM DNA unwinding, fluorescence dequenching;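 further: plate controls were vehicle for no effect and no enzyme for full effect; nearly all actives have a fitted effect of over 35% in size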
# GLS inhibitor: blocks human kidney-isoform glutaminase activity | GLS enzymatic activity, qHTS titration | 410,000 tested, 0.21% active | Potency, µM (doses to about 45.5 µM), without a hit: top-dose activity change, negative = inhibition, most hits filed as inhibitors | O94925; further: on the % scale 0 is the no-effect control and ±100 the full control effect
# Target sequence (O94925 whole entry, looked up, canonical isoform): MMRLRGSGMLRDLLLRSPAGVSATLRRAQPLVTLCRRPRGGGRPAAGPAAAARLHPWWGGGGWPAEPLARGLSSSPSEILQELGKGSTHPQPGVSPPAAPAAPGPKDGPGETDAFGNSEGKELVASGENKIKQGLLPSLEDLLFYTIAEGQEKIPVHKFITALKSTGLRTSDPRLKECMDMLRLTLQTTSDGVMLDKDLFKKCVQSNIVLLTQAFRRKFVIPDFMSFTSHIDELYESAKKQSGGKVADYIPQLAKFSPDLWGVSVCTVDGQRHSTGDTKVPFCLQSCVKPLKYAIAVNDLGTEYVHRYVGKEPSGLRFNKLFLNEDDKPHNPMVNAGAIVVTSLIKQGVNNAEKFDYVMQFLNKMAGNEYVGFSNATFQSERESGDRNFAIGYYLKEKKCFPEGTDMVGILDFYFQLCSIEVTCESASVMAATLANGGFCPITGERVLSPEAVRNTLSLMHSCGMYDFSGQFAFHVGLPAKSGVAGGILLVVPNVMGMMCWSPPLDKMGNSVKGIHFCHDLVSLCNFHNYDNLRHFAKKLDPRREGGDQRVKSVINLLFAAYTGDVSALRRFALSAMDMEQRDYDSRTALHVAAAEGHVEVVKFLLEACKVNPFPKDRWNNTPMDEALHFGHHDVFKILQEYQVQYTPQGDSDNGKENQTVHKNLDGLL
#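 Compounds were pin-transferred onto hKGA, after which L-glutamine (1 mM solution) and a detection mix of glutamate oxidase, HRP and Amplex Red were added. Initial and 30 min RT fluorescence reads were collected.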
# G9a inh: G9a (human) methyltransferase inhibition | Potency, µM (series often up to 102 µM), inactives show at the top dose activity, negative = inhibition, most hits filed as inhibitors | 350,000 tested, 8.8% active | G9a H3K9 monomethylation, AlphaScreen, 2 h | Q96KQ7; further: on the % scale 0 is the no-effect control and ±100 the full control effect; nearly all actives have a fitted effect of over 75% in size
# Target sequence (Q96KQ7 913-1193 limits assumed): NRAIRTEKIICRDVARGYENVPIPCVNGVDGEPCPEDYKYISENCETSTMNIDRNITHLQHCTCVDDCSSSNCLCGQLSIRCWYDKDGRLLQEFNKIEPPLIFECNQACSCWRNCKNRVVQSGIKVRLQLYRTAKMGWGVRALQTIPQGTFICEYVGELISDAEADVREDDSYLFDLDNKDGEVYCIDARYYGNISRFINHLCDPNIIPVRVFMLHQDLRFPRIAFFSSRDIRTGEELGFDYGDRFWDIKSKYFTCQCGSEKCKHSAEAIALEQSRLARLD
#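 Chemiluminescent proximity detection of H3K9 monomethylation, read after 10 min bead incubation in the dark. Reaction: 20 nM G9a, 500 nM biotin-H3K9 peptide, 20 uM SAM cofactor, 2 h, room temperature, following 15 min enzyme-compound preincubation.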
# Pol iota inh: inhibitors of human DNA polymerase iota. Q9UNA4. Pol iota fluorescent replication assay, 10 min. Potency, µM (series often up to 115 µM), without a hit: at the top dose activity, negative = inhibition, actives largely listed as inhibitors. 390,000 tested, 1% active. AID 588590
#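 Pol iota at 10 nM preincubated 15 min with compounds at room temperature; reaction started with fluorescent substrate, 50 nM final. Fluorescence read kinetically at 0 and 10 min; buffer-only wells as negative control.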
# JMJD2A Tudor: inhibitors of human JMJD2A Tudor domain | O75164 | AlphaScreen JMJD2A-Tudor / H3K4me3 peptide binding | Potency, µM (top dose mostly 114 µM), without a hit: at the top dose activity change, negative = inhibition, hits mostly inhibitors | 390,000 tested, 4.4% active; further: on the % scale 0 is the no-effect control and ±100 the full control effect; nearly all actives have a fitted effect of over 50% in size
# Tb PGK inh: inhibitors of T. brucei phosphoglycerate kinase. P07378. PGK/GAPDH coupled, Kinase-Glo luminescence, 60 min. Potency, µM (top dose mostly 57.5 µM), for the others: at the top dose activity change, negative = inhibition, actives largely listed as inhibitors. 380,000 tested, 0.043% active; further: on the % scale 0 is the no-effect control and ±100 the full control effect; nearly all actives have a fitted effect of over 60% in size
#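 Recombinant glycosomal PGK reaction used 1,3-bisphosphoglycerate generated in-well by GAPDH (100nM final) in 100mM TEA pH 7.6, 5mM MgCl2, 0.01% Tween-20. After 60 minutes at room temperature, ATP was read by Kinase-Glo Plus luminescence end-point.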
# Pin1 inhibitor: blocks the human prolyl isomerase Pin1. Q13526. Pin1 FP peptide displacement, HiFluor488, 10 min. Potency, µM (highest dose often 115 µM), inactives show at the highest dose activity, negative = inhibition, actives largely listed as inhibitors. 390,000 tested, 0.009% active; active means well fitted inhibition curve with a large enough effect in the polarisation, with a control signal flat, not every such curve was filed as active; inconclusive means small, poorly fitted or top-dose-only effect, or effect the other way, or a change in a side signal; inactive means no such curve, though single readings can be large or run the other way; the % refers to the polarisation; further: on the % scale 0 is the no-effect control and ±100 the full control effect
# BAZ2B block: BAZ2B (human) inhibition. 360,000 tested, 4.4% active. Potency, µM (series often up to 114 µM), without a hit: at the highest dose activity change, negative = inhibition, usual class: inhibitors. Q9UIF8. AID 504333. AlphaScreen BAZ2B-H3K14Ac peptide displacement; further: on the % scale 0 is the no-effect control and ±100 the full control effect; nearly all actives have a fitted effect of over 60% in size
#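 Complex of BAZ2B and biotin-H3K14Ac (50 nM apiece) forms over 30 min at RT, then faces library compounds up to 110 uM for another 30 min; AlphaScreen beads added, 20 min dark incubation, luminescence read.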
# Starred values were filed as active, the others as inactive; i = inactive; u = inconclusive; x = no result given; & = joins results of further samples; [ ] = another dose, or the depositor's remark. Unless noted, the call rests on the fitted dose curve; in most records, active means well fitted curve in the direction sought with a large enough effect; inconclusive means small, poorly fitted or top-dose-only effect, or another doubt; inactive means no such curve, though single readings can be large; an effect the other way counts as inactive or inconclusive. Potency means the concentration at half of the fitted maximal effect.
SMILES,HP1b chromo inh,BLM inh,GLS inhibitor,G9a inh,Pol iota inh,JMJD2A Tudor,Tb PGK inh,Pin1 inhibitor,BAZ2B block
CC1CCc2sc(C(=O)NNC(=O)c3ccncc3)cc2C1 (centres undefined),56.4%[activator],x,8.0%,11.0%[2.33 µM],22.9%,-14.2%,i,-4.6%,0.7%
CC(C)CC(=O)N1c2nc(C(C)C)nn2C2(CCCCC2)[C@@H]2CCCC[C@@H]21,39.6%[activator],-4.6%,-15.6%,0.0%[59 µM],15.9%,-1.0%,-1.2%,1.2%,-0.7%
CCC(=O)C1CCCN(C(=O)c2ccc(OC3CCN(C(=O)c4cccnc4)CC3)cc2)C1 (centres undefined),23.5%,1.2%,-12.9%,-1.9%,93.5%[activator],6.2%,-3.5%,0.1%,-12.8%
CCOc1ccc(-c2nnn(CC(=O)c3ccc4c(c3)OCCO4)n2)cc1,34.0%,-7.0%,3.6%,-37.1%[59 µM],11.7%,-6.7%,x,13.7%,-0.9%
COc1ccc(NC(=S)NC23CN4CN(CN(C4)C2)C3)cc1,18.4%,-4.6%,-2.0%,13.6%,16.0%,-20.6%,-0.5%,35.9%[activator],-35.0%
O=C(NCC1CCCO1)c1nnc(Cc2ccc(F)cc2)o1 (centres undefined),24.3%,1.1%,-11.9%,-10.0%,u,-7.6%,-4.0%,-1.6%,6.4%
COc1cccc(-c2nnc(-c3ccc4ccccc4c3)o2)c1,123.4%[activator],x,-0.3%,x,11.5%,49.3%[activator],-6.5%,7.4%,x
O=C(Nc1c2c(nn1-c1ccc(F)cc1)CS(=O)C2)c1ccc(Br)o1 (centres undefined),38.3%,-5.9%,-3.6%,25.3%[12.7 µM],5.0%,2.1%,-5.7%,-4.9%,0.5%
Cc1cccc(NC(=O)CCCc2ccccc2)c1C,15.7%,-12.1%,-0.2%,17.4%,29.7%,-11.6%,1.8%,-5.7%,-8.9%
Cc1ccc(CNC(=O)C2(C(F)(F)F)C/C(=C\Cc3ccccc3)CCCO2)o1 (centres undefined),38.6%&8.7%,-6.3%&-7.5%,-15.8%,28.2µM*,40.2%&10.5%,-14.5%&-26.9%,i,3.3%&10.8%,-27.5%
CC1CN(C(=O)c2ccc(NS(=O)(=O)c3ccc(F)cc3)cc2)CC(C)O1 (centres undefined),16.8%,-1.5%,-4.0%,6.4%,44.2%[activator],-12.8%,-4.3%,-11.5%,-2.2%
CCOc1ccccc1Nc1nnc(-c2cc3cc(OC)ccc3oc2=O)s1,31.3%,-21.5%,-4.1%,6.9%[59 µM],u,-32.3%,-1.3%,u,-2.9%
COc1cccc(CNC(=O)c2cccn2-c2nnc(N3CCCC3)s2)c1,19.6%,2.0%,-5.9%,-0.1%[59 µM],35.6%[activator],-2.9%,-3.8%,-9.2%,1.7%
Cc1nc(CS(=O)(=O)c2ccccc2)cc(N2CCN(c3ccccc3F)CC2)n1,17.2%,-4.5%,-2.8%,9.0%,86.6%[activator],-2.1%,11.1%,6.3%,-13.9%
Cc1oc2ccc(O)c(CN3CCCC3)c2c1C(=O)Nc1ccccc1,4.4%,4.9%,54.6%[activator],-3.8%[59 µM],24.1%,-27.8%,-3.2%,0.7%,-34.8%
O=C(Nc1nccs1)c1cncc(Br)c1,19.2%,-0.9%,17.6%,8.7%,146.8%[activator],-9.0%,-1.1%,0.2%,-15.8%
Cc1nc2c(C)cccn2c(=O)c1NC(=O)c1cccs1,4.1%,x,0.5%,-2.8%,u,-14.8%,8.6%,-0.3%,-2.8%
Cc1cccc(-c2noc(-c3cc(-c4ccc(F)cc4)n[nH]3)n2)c1,29.8%,-2.5%,-1.2%,-22.4%[59 µM],-9.0%,-11.4%,14.2%,0.7%,-0.4%
Cc1ccc(/C=N/Nc2ccnc3cc(Cl)ccc23)c(C)c1,-1.5%,-14.0%,11.6%,u,19.7%,22.4µM*,3.7%,2.0%,u
COc1cccc(NC(=O)N2CCC(NC(=O)c3ccco3)CC2)c1,52.6%[activator],-2.1%,5.8%,9.0%[59 µM],42.1%[activator],-4.9%,-2.2%,-0.2%,-0.1%
COc1cccc(CNS(=O)(=O)c2cn(C)cn2)c1,27.0%,-4.6%,5.6%,-9.0%,6.6%,-3.4%,-8.3%,5.8%,-4.2%
O=C(/C=C/c1ccccc1)Nc1cc(S(=O)(=O)N2CCOCC2)ccc1N1CCOCC1,32.0%,x,-7.6%,-33.3%,16.0%,-10.1%,-0.6%,2.4%,1.4%
O=C(c1ccc(F)cc1)N1CCC(c2nc3ccccc3s2)CC1,32.2%,-0.3%,-1.1%,u,-0.4%,-11.9%,6.3%,0.8%,-15.0%
CC(=O)N/C(=C\c1ccccc1Cl)C(=O)O,10.5%,1.9%,16.2%,5.0%[59 µM],-7.4%,-24.4%,-6.9%,-7.7%,-2.5%
Cc1ccc(C)c(N(C(=O)CNC(=O)c2ccco2)C(C(=O)NC2CCCCC2)c2cccnc2)c1 (centres undefined),24.6%,-3.9%,-5.9%,27.4%,119.6%[activator],-11.6%,-3.3%,0.6%,0.7%
N#CC1=C(N)N(c2ccccc2C#N)C2=C(C(=O)CCC2)C1c1ccsc1 (centres undefined),10.3%,-4.8%,-5.1%,u,10.3%,-32.6%,i,-8.7%,56.2µM*
COc1ccc(C(=O)Oc2c(Sc3ccccc3)c(C)nn2-c2ccccc2)cc1OC,58.6%[activator],-8.5%,-11.0%,u,7.1%,-3.1%,-6.8%,4.9%,-3.0%
O=C(Nc1nccs1)c1nc[nH]c1C(=O)N1CCN(c2ccccc2)CC1,73.7%[activator],x,26.1%,x,25.6%,31.6µM*,-0.6%,0.4%,x
O=C(CCN1CCOCC1)NNC(=O)/C(=C/c1ccccc1)NC(=O)c1ccccc1,6.0%,-3.0%,3.7%,-31.1%,136.6%[activator],-15.4%,1.9%,-7.4%,8.2%
O=C(CS(=O)CC(=O)N(CC(=O)NC1CCCC1)c1ccc2c(c1)OCCO2)Nc1ccc(F)cc1 (centres undefined),17.3%,2.1%,x,x,23.3%,-5.3%,-0.8%,-1.6%,35.2%

# Full records, looked up by structure. Order of screens: HP1b chromo inh, BLM inh, GLS inhibitor, G9a inh, Pol iota inh, JMJD2A Tudor, Tb PGK inh, Pin1 inhibitor, BAZ2B block
# Entry for N#CC1=C(N)N(c2ccccc2C#N)C2=C(C(=O)CCC2)C1c1ccsc1 (centres undefined) → 10.3%, -4.8%, -5.1%, u, 10.3%, -32.6%, i, -8.7%, 56.2µM*
# Entry for COc1ccc(C(=O)Oc2c(Sc3ccccc3)c(C)nn2-c2ccccc2)cc1OC → 58.6%[activator], -8.5%, -11.0%, u, 7.1%, -3.1%, -6.8%, 4.9%, -3.0%
# Entry for O=C(CCN1CCOCC1)NNC(=O)/C(=C/c1ccccc1)NC(=O)c1ccccc1 → 6.0%, -3.0%, 3.7%, -31.1%, 136.6%[activator], -15.4%, 1.9%, -7.4%, 8.2%
# Entry for O=C(Nc1nccs1)c1nc[nH]c1C(=O)N1CCN(c2ccccc2)CC1 → 73.7%[activator], x, 26.1%, x, 25.6%, 31.6µM*, -0.6%, 0.4%, x
# Entry for CC(=O)N/C(=C\c1ccccc1Cl)C(=O)O → 10.5%, 1.9%, 16.2%, 5.0%[59 µM], -7.4%, -24.4%, -6.9%, -7.7%, -2.5%

# Other structures:
SMILES,HP1b chromo inh,BLM inh,GLS inhibitor,G9a inh,Pol iota inh,JMJD2A Tudor,Tb PGK inh,Pin1 inhibitor,BAZ2B block
CCc1nc2ccc(C(=O)N3CCN(c4ccccc4)CC3)cc2nc1CC,31.0%&30.2%,-1.0%&0.6%,16.3%&-11.9%,27.8%,31.5%&-15.0%[activator],-19.7%&-27.0%,-3.3%,-5.6%&0.2%,-19.1%&-13.3%
Cc1cccc(OCCCCn2c(C3CC(=O)N(c4ccc(C)cc4C)C3)nc3ccccc32)c1 (centres undefined),-0.6%,-15.7%,2.2%,u,-16.1%,u,12.2%,u,u
Cc1nc(-c2ccc(C(=O)Nc3cccc(Br)c3)cc2)cs1,67.9%[activator],-12.4%,-5.3%,2.2%,u,4.2%,x,21.6%,u
O=C(OCC(=O)N1CCCc2ccccc21)c1cc(Br)ccc1O,21.2%,x,11.0%,-13.6%,15.8%,2.1%,4.9%,6.9%,45.4%[activator]
O=C(Nc1ccc2c(c1)CCC2)c1ccc(F)cc1,33.6%,-1.9%,0.8%,-6.2%,14.0%,-5.5%,-1.8%,1.1%,2.8%
Cc1cccc(Nc2ncc(NC(=O)c3cccc(F)c3)c(Nc3cccc(C)c3)n2)c1,0.1%,-2.3%,11.9%,-47.8%[59 µM],-7.1%,u,4.6%,-1.2%,-33.6%
C=CCn1c(SCCOc2ccc(OC)cc2)nnc1C(C)NC(=O)c1ccc(OC)cc1 (centres undefined),11.5%,0.3%,-4.3%,31.6%,14.2%,1.9%,i,1.1%,23.9%
COc1cccc(NC(=O)Cn2c(=O)n(CCCCC(=O)NCc3ccc4c(c3)OCO4)c(=O)c3ccccc32)c1,44.9%[activator],-3.5%,4.2%,2.1%[59 µM],11.9%,-2.0%,-2.4%,24.5%,3.1%
CCCNS(=O)(=O)c1cccc(C(=O)OCc2cc(=O)oc3cc(OC)ccc23)c1,20.6%,-5.8%,-3.7%,u,u,-11.6%,-7.9%,30.9%[activator],-4.9%
CC(=O)NC(Cc1ccccc1F)C(=O)NC1CCN(C(=O)Nc2ccc(C)cc2)CC1 (centres undefined),32.6%,-3.0%,-25.4%,16.1%,35.6%[activator],-2.3%,-13.4%,0.0%,-14.6%
COCCN(CCOC)S(=O)(=O)c1ccc(C(=O)Nc2sc3c(c2C(N)=O)CCCCC3)cc1,u,-2.2%,2.7%,35.5µM*,21.6%,-14.8%,4.3%,0.2%,7.0%
N#Cc1ccc(S(=O)(=O)N2CCN(c3nc(-c4cccs4)nc4ccccc34)CC2)cc1,22.8%,x,x,x,8.6%,-19.1%,x,17.1%,x

# Screening results: PubChem BioAssay, National Center for Advancing Translational Sciences (NCATS)

# A portion of the library; rates above refer to the full screens.
